# MITF TRPM1 HTS = activators of MITF-driven TRPM1 promoter activity in SK-MEL-5 cells; actives 0.75% (n = 300,000); activation, % at 12.5 µM; SK-MEL-5 TRPM1-promoter luciferase, 24 h; % of positive control, neutral wells = 0; AID 588334;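 active = mean activation of at least 80% with every replicate also reaching 80%; inconclusive = mean reaches 80% but some replicate falls short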;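 note: 0% = neutral control wells and 100% = parthenolide positive control wells; values of inactives mirror those of a sister screen read the other way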
# CDK5 p35 inh = CDK5/p35 (human) kinase inhibition; Q00535+Q15078; Recombinant CDK5/p35, ADP-Glo luminescence, 60 min; inhibition, % at 10 µM; actives 0.01% (n = 330,000); AID 488839;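 active = highest replicate inhibition of at least 50% and at least 75% of replicates reaching 50%; inconclusive = only one of the two criteria met; inactive = both criteria failed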;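 note: plate controls were DMSO neutral control for no effect and GW8510 at 10 µM for full effect; many of its hits are not listed in these tables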
# Target sequence (Q00535 whole entry, looked up): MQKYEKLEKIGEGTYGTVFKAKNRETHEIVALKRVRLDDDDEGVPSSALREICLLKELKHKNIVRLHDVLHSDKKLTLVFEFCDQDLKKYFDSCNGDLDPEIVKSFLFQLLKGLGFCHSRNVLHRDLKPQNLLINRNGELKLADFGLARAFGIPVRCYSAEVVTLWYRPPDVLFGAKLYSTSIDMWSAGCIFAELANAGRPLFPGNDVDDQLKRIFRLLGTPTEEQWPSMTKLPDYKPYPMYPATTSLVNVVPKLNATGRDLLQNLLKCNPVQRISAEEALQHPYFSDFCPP
# Target sequence (Q15078 whole entry, looked up): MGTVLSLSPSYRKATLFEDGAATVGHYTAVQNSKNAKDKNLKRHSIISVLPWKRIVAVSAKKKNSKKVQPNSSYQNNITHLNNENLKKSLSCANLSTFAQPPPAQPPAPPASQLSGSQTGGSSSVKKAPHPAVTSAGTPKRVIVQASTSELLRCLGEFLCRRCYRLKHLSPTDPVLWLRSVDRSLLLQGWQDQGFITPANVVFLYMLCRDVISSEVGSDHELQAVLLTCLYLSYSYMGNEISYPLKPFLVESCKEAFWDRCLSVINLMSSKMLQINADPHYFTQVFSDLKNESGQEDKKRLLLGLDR
# PvdQ acylase = blocks Pseudomonas aeruginosa PvdQ acylase activity | inhibition, % at 10 µM | purified PvdQ acylase, fluorescence plate reader | actives 0.063% (n = 340,000); in the data active = inhibition above about 30%, passing the limit was not always enough; inconclusive = no clear call, values can overlap the other calls;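 note: 0% = vehicle neutral wells and 100% = reference inhibitor wells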
# SR-BI DiI inh = mouse SR-BI HDL lipid transfer inhibition. ldlA[mSR-BI] CHO cells, DiI-HDL uptake fluorescence, 3 h. inhibition, % at 12.5 µM. actives 0.96% (n = 320,000). AID 488896;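 active = mean replicate inhibition of at least 70% and a set share of replicates each scoring 70 or more; inconclusive = meets just one of the two criteria; inactive = fails both criteria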;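 note: 0% = median of neutral control wells and 100% = median of positive control wells; values of inactives mirror those of a sister screen read the other way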
# V-ATPase pH = alters yeast V-ATPase proton transport. response, % at 10 µM. AID 504577. actives 0.37% (n = 350,000). S. cerevisiae, pHLuorin cytosolic pH fluorescence; in the data active = response mostly above about 7.3%, no sharp cut-off; inactive = mostly below about 5.4%; note: actives read high; inactives centre near 0; some compounds called inactive have numbers as strong as hits; reference of the scale not given here
# dFosB activator = mouse delta FosB homodimer activation; P13346; purified delta FosB, TAMRA-CDK5 oligo fluorescence polarization; percent of positive-control signal above neutral wells; activation, % at 25 µM; actives 0.99% (n = 340,000);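 active = mean activation above about 17%, with every replicate also reaching it, limit read from the data, passing the limit was not always enough; inconclusive = only one of the two conditions met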;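 note: fluorescence polarization rise as delta FosB binds a TAMRA Cdk5 AP-1 oligo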
# Target sequence (P13346 whole entry, looked up): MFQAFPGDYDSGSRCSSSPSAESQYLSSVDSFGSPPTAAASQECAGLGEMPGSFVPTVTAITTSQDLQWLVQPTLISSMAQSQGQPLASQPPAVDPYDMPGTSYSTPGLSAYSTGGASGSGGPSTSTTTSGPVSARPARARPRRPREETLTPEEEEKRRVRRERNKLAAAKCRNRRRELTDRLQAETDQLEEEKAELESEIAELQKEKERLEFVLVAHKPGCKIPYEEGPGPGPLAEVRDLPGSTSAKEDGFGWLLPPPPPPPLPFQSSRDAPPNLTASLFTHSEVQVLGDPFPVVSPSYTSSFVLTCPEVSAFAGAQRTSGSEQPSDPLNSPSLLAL
# Wnt bcat act = Wnt/beta-catenin pathway activation. Wnt/beta-catenin reporter cell assay, activator, plate reader. activation, % at 9.35 µM. actives 1.2% (n = 300,000). AID 743398; in the data active = activation above about 30%, passing the limit was not always enough; inconclusive = no clear call, values can overlap the other calls;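 note: 0% = neutral control wells and 100% = positive control wells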
# HTR5A ag = HTR5A agonism, opioid heterodimer counter-screen; HTR5A agonist assay, luminescence, cell-based; activation, % at 9.3 µM; actives 0.61% (n = 340,000); in the data active = activation mostly above about 9.5%, no sharp cut-off; inactive = mostly below about 7.6%;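 note: 0% = cells with vehicle only and 100% = reference agonist; strong numbers were not always called active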
# HTR5A inv ag = counter-screen for OPRM1-OPRD1 inverse agonists: human HTR5A inverse agonism; P47898; HTR5A cell line, luminescence; inhibition, % at 9.3 µM; actives 0.083% (n = 340,000); AID 504634; in the data active = inhibition mostly above about 23%, no sharp cut-off; inactive = mostly below about 18%;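 note: 0% = cells with DMSO and 100% = no-cell wells with DMSO; some compounds called inactive have numbers as strong as hits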
# NSD2 HMT inh = inhibitors of human histone methyltransferase NSD2; NSD2 peptide methylation, AlphaScreen, 120 min; actives 0.54% (n = 310,000); inhibition, % at 12.5 µM; O96028; in the data active = inhibition above about 50%
# * = called active by the depositor; u = inconclusive; x = no result given. Rows were taken by chance (roughly 5% active in at least one column).
nr	Compound	HTR5A ag	SR-BI DiI inh	dFosB activator	NSD2 HMT inh	PvdQ acylase	MITF TRPM1 HTS	CDK5 p35 inh	Wnt bcat act	HTR5A inv ag	V-ATPase pH
1	COc1cccc(Cn2c(=O)c3ccccc3n3nc(C)cc23)c1	-6	12	-12	-1	-11	-1	-1.2	-1	18	-2
2	Cc1cc(OC(C)C(=O)N2C[C@H]3C[C@@H](C2)c2cccc(=O)n2C3)c2c(C)c(C)c(=O)oc2c1 (some centres undefined)	5	-10	-4	x	-5	4	-0.1	-1	-15	1
3	O=C(O)CCCC(=O)NNC(=O)c1cccc(Br)c1	-4	-5	2	14	-10	-13	0.4	1	7	-2
4	Cc1cccnc1Nc1nc(-c2ccccc2)cs1	1	8	-8	24	-1	x	-5.8	-4	-4	0
5	O=C(Nc1ccccc1F)C1CCCN1S(=O)(=O)c1cccc2nsnc12 (centres undefined)	-5	1	-3	-4	-6	-10	1.1	-3	0	1
6	CC(=O)Nc1ccc(NC(=O)CCS(=O)(=O)c2ccc3c(c2)oc(=O)n3C)cc1	2	-8	-7	-1	-7	-2	x	-1	2	2
7	OCC1CCN(Cc2nc(Cc3ccccc3Cl)no2)CC1	-1	-9	-3	-2	-11	16	0.6	-4	2	2
8	Cc1ccc(-c2csc(Cc3nc(-c4ccc5c(c4)CCC(=O)N5)cs3)n2)cc1	0	59	-13	-1	-11	2	-0.1	-9	0	2
9	Cc1cccc(C(=O)NC(C(=O)Nc2nc(-c3ccccn3)cs2)C(C)C)c1 (centres undefined)	1	15	-7	-5	-14	-20	0.7	-2	-2	1
10	Cc1cc(Cl)c(OCCOCCN2CCN(C)CC2)c(Br)c1	0	-21	5	1	-12	9	-0.6	0	1	-1
11	CN(C(=O)COC(=O)c1ccccc1C(=O)N1CCN(c2ccccc2)CC1)c1ccccc1	2	-7	-10	3	-14	-3	0.8	0	11	0
12	C/C(CC(=O)Nc1c(C)cc(C)cc1C)=N\NC(=O)c1cnccn1	-6	x	-6	-2	-9	4	-0.5	x	20	3
13	CCCOc1ccc(/C(O)=C2/C(=O)C(=O)N(CCN(C)C)C2c2ccc(OC)c(OC)c2)cc1 (centres undefined)	2	0	-4	4	-8	10	0.1	x	2	6
14	N#Cc1cc2c([nH]c1=O)CCCC2	2	x	1	-1	-13	-14	-1.6	-3	-8	3
15	COc1cc(NS(=O)(=O)c2ccccc2)ccc1-n1nc(C)cc1C	6	-9	1	-3	-16	-7	0.3	x	-26	2
16	COC(=O)CC1SC(=O)NC1=Nc1ccc(OC)cc1 (centres undefined)	4	-20	1	0	-16	-3	-1.4	x	2	-6
17	Cc1ccc(S(=O)(=O)N2CCN(C(=O)c3cc4c(C)nn(-c5ccccc5)c4s3)CC2)cc1	2	18	-8	-1	-17	-16	2.4	x	-44	2
18	OCC1OC(n2cnc3c(NCc4ccccc4O)ncnc32)C(O)C1O (centres undefined)	-1	-16	-2	2	-3	-58	-2.0	-11	3	4
19	O=C(NCCCN1CCOCC1)c1cc(-c2ccc(F)cc2)no1	3	7	-4	-3	-13	-26	x	1	-10	1
20	O=C(NC1CCN(Cc2ccc(Cl)cc2Cl)CC1)c1ccccc1	6	3	-8	-3	-18	6	-0.2	3	-23	-1
21	COc1ccc(CCN2CC(C(=O)NCc3cccc4[nH]ccc34)CCC2=O)cc1 (centres undefined)	-6	-12	0	2	-13	5	-0.2	0	14	0
22	COCCN(C(=O)CSc1nnc(-c2cccc(C)c2)n1C)c1c(N)n(Cc2ccccc2)c(=O)[nH]c1=O	-1	-14	-6	3	-24	-10	0.4	0	21	-1
23	Clc1ccc(OCc2cc(-c3ccccc3)no2)cc1Cl	3	0	-8	-2	-7	30	0.4	1	-15	2
24	CN1CCN(c2ccncc2S(=O)(=O)N2CCCCC2)CC1	-1	0	4	2	-15	-1	-0.9	0	3	-1
25	CC1(C)N=C(c2ccccc2)C(=O)N1	-2	12	-4	0	-7	x	-0.9	x	-6	3
26	Cn1c(=O)c2c(nc(NCCO)n2CCc2ccccc2)n(C)c1=O	10	-13	0	0	1	-11	0.2	-6	-13	1
27	COC(=O)c1cc(CN2C(=O)c3ccccc3C2=O)c(O)c([N+](=O)[O-])c1	-2	1	-4	4	-15	-2	0.1	0	8	7
28	Cc1sc(N)c(C#N)c1C	6	-26	-1	5	16	15	1.1	x	6	1
29	CCC(CC)C(=O)OCC(=O)Nc1cccc([N+](=O)[O-])c1	-5	-6	-1	-2	-6	8	-4.0	0	7	1
30	COc1ccc(OC)c(-n2c(C)cc(C=O)c2C)c1	2	6	0	0	-2	-7	-2.0	-1	-6	1
31	CCC1=NN(C(=O)c2ccc(Cl)cc2)C(O)(c2ccccc2)C1 (centres undefined)	-1	48	-8	1	19	x	-0.1	0	3	2
32	Cc1ccc(OCC(=O)NCCNC(=O)c2ccccn2)cc1	6	-15	4	1	-7	-12	0.0	0	-6	0
33	COc1ccc(-c2nnc(OCc3ccccc3)c3ccccc23)cc1	-8	14	-17	-2	-13	0	0.5	0	21	3
34	CCOC(=O)C1CCCN(c2c(NCCCN(C)Cc3ccccc3)c(=O)c2=O)C1 (centres undefined)	-2	-17	3	10	-14	4	-0.7	x	-26	4
35	CCOC(=O)N1CCN(C(=O)CN(Cc2ccc(Cl)cc2)S(C)(=O)=O)CC1	2	-16	1	-1	-7	-2	0.4	x	0	-8
36	CC(C)Cc1cc(C(=O)Nc2cc(Cl)ccc2Cl)no1	-1	-6	0	x	-24	-4	-4.7	3	6	0
37	CCS(=O)(=O)N1CCc2cc(OC)c(OC)cc2C1	2	-7	-2	2	-16	13	1.2	2	-5	2
38	O=C(NCc1ccc(F)cc1)C(Cc1ccccc1)n1cccc1 (centres undefined)	6	-37	-4	0	-11	9	4.2	0	-17	-1
39	c1ccc(CN2CCN(c3nc4ccccc4n4cnnc34)CC2)cc1	7	7	-7	x	6	13	-0.3	-5	-17	1
40	O=C(CN1CCOc2ccccc21)NC1CCN(Cc2ccccc2)CC1	-2	-6	1	x	-3	-6	0.1	-1	4	-1
41	Clc1ccc2oc(-c3ccccc3)cc(=NCCCN3CCOCC3)c2c1	5	-18	-9	3	1	103*	-0.2	57*	-53	1
42	CCOc1ccc2c(c1)sc1nc(C(=O)OC)cc(=O)n12	-5	10	2	1	3	x	3.9	-4	-30	-2
43	O=C(O)/C(=C\c1cccs1)c1ccccc1	-1	-14	0	-1	6	-10	0.7	-1	3	1
44	COCCCNC(=O)NC(=O)c1ccccc1	-3	-1	-9	1	-14	4	-1.0	x	8	3
45	O=C1c2ccc(-c3ccc(F)cc3OCc3ccccc3)cc2S(=O)(=O)c2cccc(C(=O)N3CCN(c4ncc(Br)cn4)CC3)c21	4	70	-2	x	14	1	-1.5	-5	-8	-2
46	O=C(Nc1cccc2c1CCCC2)c1cc([N+](=O)[O-])cc([N+](=O)[O-])c1	3	63	6	-2	-5	-33	0.5	2	-8	-1
47	NS(=O)(=O)c1ccc(CCNC(=O)CCc2nc3ccccc3s2)cc1	5	-7	5	-1	0	1	1.1	-1	6	-3
48	COc1cc(OC)cc(C(=O)Nc2ccc([N+](=O)[O-])cn2)c1	6	-3	-13	-1	-9	53	-0.1	x	-1	3
49	O=C(NCc1ccccn1)c1cc2ccccc2oc1=O	1	9	-2	1	-10	x	-0.9	x	-5	1
50	COC(=O)CCc1nc2ccccc2[nH]c1=O	3	0	-1	0	-7	x	-0.2	6	-8	-3
51	Cc1ccc2c(cnn2C(=O)CCCC(=O)NCc2cccc(F)c2)c1	1	-15	-4	x	7	7	1.4	-3	-2	4
52	CCOC(=O)NCCc1c(C)nc2c(c(C)nn2C(C)(C)C)c1C	1	37	-4	68*	5	x	-0.6	-4	-4	-5
53	COc1cccc(OC)c1OCCNC(C)(C)C	-3	-22	-3	-1	-3	-6	-1.8	-1	8	0
54	CC/C(=N\NC(=O)C1CCCC1)c1ccc(Br)cc1	0	-26	-10	-1	-7	-4	0.6	-1	-17	3
55	Cc1ccc(C)c(S(=O)(=O)N2CCCOC2CNC(=O)C(=O)NCCc2ccccc2)c1 (centres undefined)	2	25	-3	-5	-28	16	-0.4	-1	2	-2
56	Cc1ccc(/C=C2\SC(=S)N(NS(=O)(=O)c3ccc(C)cc3)C2=O)cc1	-2	-24	-4	49	-13	x	-2.5	3	8	0
57	Cc1cc(C)n(-c2ccc(C(=O)NCC(=O)Nc3cc(Cl)ccc3Cl)cc2)n1	5	10	-12	-5	-11	-9	-0.1	4	5	1
58	O=C(CSc1ccccc1F)Nc1ccc2c(c1)OCO2	1	7	-7	-2	-7	99*	-1.9	5	-4	5
59	Cc1ccc(C2OCC3(CO2)COC(c2ccc(C)cc2)OC3)cc1 (centres undefined)	2	-29	1	-3	-6	0	-0.3	-1	-3	0
60	Cc1cc(C)c(NC(=S)NC(=O)c2ccc(-c3ccccc3)cc2)c(C)c1	-4	22	-5	-1	-13	-20	-1.8	-2	13	1

# Other records:
nr	Compound	HTR5A ag	SR-BI DiI inh	dFosB activator	NSD2 HMT inh	PvdQ acylase	MITF TRPM1 HTS	CDK5 p35 inh	Wnt bcat act	HTR5A inv ag	V-ATPase pH
61	CCOC(=O)/C(C(C)=O)=C1/OC(=O)c2ccccc21	0	-19	0	-3	-6	-6	-1.5	1	-5	3
62	O=C(NNC1=Nc2cccc3cccc1c23)c1ccc(Br)cc1	x	47	-8	x	-6	-18	-2.7	-1	x	-2
63	Cc1cc(NC(=O)c2cc(Cl)ccc2Cl)no1	-1	-19	5	-1	75*	10	0.2	x	0	2
64	COc1ccc(CCNS(=O)(=O)c2cc3c4c(c2)C(C)C(=O)N4CCC3)cc1OC (centres undefined)	-2	-12	-2	0	-8	12	0.8	-3	8	-4
65	Cc1oc(/N=C/c2cccc3ccccc23)c(C#N)c1C	4	-8	-4	31	-15	-3	0.4	-1	0	-1
66	CS(=O)(=O)N(CC(=O)NCCSCc1ccccc1)c1ccc2c(c1)OCO2	3	-2	5	-10	14	-7	1.2	1	-8	8
67	COC(=O)C(CC(=O)c1ccc(C)cc1)n1cccn1 (centres undefined)	1	-10	1	-2	-10	-3	0.2	-1	-23	0
68	COc1cc2nc(N3CCN(C(=O)OCc4ccccc4)[C@H](C(=O)NC(C)(C)C)C3)nc(N)c2cc1OC	-1	8	7	x	0	-13	-0.2	1	4	-1
69	COc1ccc(NC(=O)c2cc(C)n(Cc3cccs3)c2C)cc1	x	-9	-1	1	5	x	0.1	68*	x	-5
70	O=C(NNC(=O)C1CCN(Cc2cccc(F)c2)CC1)c1cccs1	4	x	-3	-2	-14	-9	2.6	-1	0	-1
71	O=C(O)C1CSC2(c3ccc4c(c3)OCCO4)CCC(=O)N12 (centres undefined)	-3	-9	-4	-5	-12	0	1.0	x	-16	0
72	COc1cc(NC(=O)c2ccccc2F)ccc1NC(=O)c1ccccc1Cl	-3	93*	-11	-1	-5	18	2.7	5	7	3
73	COc1ccccc1CNS(=O)(=O)c1cc(C(=O)N(C)Cc2cccnc2)c(Cl)cc1Cl	1	40	-7	2	-4	x	-3.0	u	2	3
74	COc1cc(SC)ccc1C(=O)Nc1ccc2ncccc2c1	0	4	-20	-5	-12	x	-0.8	4	1	0
75	Cc1nnc(SCc2cccc3ccccc23)s1	2	2	-5	7	-4	76	0.9	11	-4	2
76	Cc1cc(S(=O)(=O)NC2CCCCC2)c(C)s1	0	33	-8	1	-17	x	-3.9	x	7	-1

# Assay outcomes from PubChem.
